High-throughput results from PubChem.
STAT3 activator: increases IL-6 driven STAT3 reporter signal | U3A cells, IL-6 STAT3-luciferase reporter, luminescence; 100% = signal with IL-6 EC80 alone | 0.91% of 190,000 active | activation (% of control), % at 5.6 µM;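 active = activation above the screen-wide mean of compound activation plus 3 SD, cut at about 130% in these data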;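 also: 0% = background luminescence of wells with medium and substrate only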
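Detection: reporter luminescence signal / Assay system: STAT1-lacking human U3A cells, STAT3 luciferase reporter / Incubation: compound pre-incubation 1 h before IL-6, then 6 h stimulation at 37 °C / Control set: IL-6-only high control / Read-out: % activation relative to IL-6 control / Probe or stimulus: Interleukin-6, 33 ng/mL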
STAT1 blocker: inhibitors of IFN-gamma induced STAT1 signaling | NIH 3T3 STAT1-luciferase reporter, luminescence | 0.35% of 200,000 active | inhibition, % at 5.5 µM;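 active = inhibition above a set limit, the mean inhibition across all tested compounds plus 3 SD, cut at about 34% in these data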;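 also: 0% = IFN-gamma with DMSO and 100% = IFN-gamma with 300 µM nifuroxazide; values of inactives mirror those of a sister screen read the other way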
SRC2 TRFRET art: counter-screen for PPARgamma SRC-2 recruitment agonists: TR-FRET artefact | active compounds read high | 0.4% of 200,000 active | TR-FRET ratio at 8 µM | AID 1049; in the data active = TR-FRET ratio above about 2000; also: inactives centre near 1500
PPARg SRC1 recr: agonists of human PPARgamma SRC-1 coactivator recruitment; P37231; activation, % at 8 µM; AID 631; PPARgamma-SRC-1 coactivator recruitment biochemical assay; 0.41% of 200,000 active; in the data active = activation above about 19%;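 also: 0% = DMSO and 100% = reference agonist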
Target sequence (P37231 whole entry, looked up): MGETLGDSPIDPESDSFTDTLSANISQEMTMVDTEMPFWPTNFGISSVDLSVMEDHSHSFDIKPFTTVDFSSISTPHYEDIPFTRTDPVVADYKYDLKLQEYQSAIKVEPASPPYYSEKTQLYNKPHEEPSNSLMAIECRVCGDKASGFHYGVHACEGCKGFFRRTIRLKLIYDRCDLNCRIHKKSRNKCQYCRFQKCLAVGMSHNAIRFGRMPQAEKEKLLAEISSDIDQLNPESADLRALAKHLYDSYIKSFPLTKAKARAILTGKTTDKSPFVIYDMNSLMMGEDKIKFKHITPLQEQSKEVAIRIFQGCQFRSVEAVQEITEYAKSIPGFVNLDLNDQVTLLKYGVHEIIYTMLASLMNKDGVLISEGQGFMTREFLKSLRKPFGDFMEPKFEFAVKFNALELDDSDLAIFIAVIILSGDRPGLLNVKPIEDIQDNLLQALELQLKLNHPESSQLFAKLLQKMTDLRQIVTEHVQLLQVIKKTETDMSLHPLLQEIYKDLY
ROMK mod: modulates human ROMK potassium channel activity; Tet-inducible ROMK, thallium flux fluorescence; actives lie on both sides; B-score at 10 µM; 2% of 130,000 active; AID 1918;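 active = signal ratio slope over the read window, or its plate-corrected B-score, at least 3 SD from the plate mean, either direction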;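 also: B-score of the F/F0 ratio slope over 7 to 12 s after thallium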
bIAP inhibitor: blocks bovine intestinal alkaline phosphatase activity | purified bovine IAP, CDP-star luminescence, 30 min | inhibition, % at 20 µM | 190,000 tested, under 10 active;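 active = over 50% inhibition of intestinal alkaline phosphatase at 20 µM in the single-dose screen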
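System: Purified bovine intestinal alkaline phosphatase (IAP) enzyme | Input: IAP diluted 1/65,000,000 in the well | Also added: CDP-star chemiluminescent phosphatase substrate, 30 µM final | Dosing: 20 µM single dose | Times: Enzyme reaction for 30 min at room temperature | Detection: Luminescence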
TNAP act hiacc: increases human TNAP activity under high phosphate acceptor concentration. AID 1136. P05186. purified TNAP, CDP-star luminescence, 1 M DEA, 30 min; active compounds read high; 0 = EDTA background, 1 = DMSO-only activity. 200,000 tested, under 10 active. activation factor at 20 µM;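 active = activation factor at least 2 at 20 µM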
Target sequence (P05186 whole entry, looked up): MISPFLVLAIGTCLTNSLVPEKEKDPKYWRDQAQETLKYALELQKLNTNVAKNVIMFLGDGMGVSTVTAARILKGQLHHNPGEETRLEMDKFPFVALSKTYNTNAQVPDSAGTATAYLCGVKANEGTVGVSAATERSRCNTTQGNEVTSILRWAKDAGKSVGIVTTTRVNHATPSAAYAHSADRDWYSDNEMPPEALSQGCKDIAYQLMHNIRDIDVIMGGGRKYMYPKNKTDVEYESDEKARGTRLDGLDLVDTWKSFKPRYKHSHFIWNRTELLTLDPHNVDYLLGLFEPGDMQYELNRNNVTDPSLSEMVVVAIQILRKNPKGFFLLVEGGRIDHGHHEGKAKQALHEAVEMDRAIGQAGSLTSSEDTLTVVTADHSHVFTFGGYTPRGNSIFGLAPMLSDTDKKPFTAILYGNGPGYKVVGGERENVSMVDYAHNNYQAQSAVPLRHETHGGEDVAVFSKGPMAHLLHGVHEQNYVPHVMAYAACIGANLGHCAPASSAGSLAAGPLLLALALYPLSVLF
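Measured by: Luminescent substrate turnover signal | Test system: Human TNAP | Input: TNAP 1/800 final | Dosing: 20 µM single point | Schedule: 30 min, room temperature | Controls: EDTA wells as negative control, DMSO wells as positive control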
bIAP activator: increases bovine intestinal alkaline phosphatase activity; purified bovine IAP, CDP-star luminescence, 30 min; active compounds read high; fold of DMSO-control signal, blank-subtracted; 0.17% of 200,000 active; activation factor at 20 µM;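 active = activation factor of 2 or more at 20 µM, a signal rise over negative controls twice the positive control's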
PPARg SRC-2 ag: agonists of SRC-2 recruitment by human PPARgamma; P37231; PPARgamma LBD-SRC-2 recruitment, biochemical; activation, % at 8 µM; 0.34% of 200,000 active; in the data active = activation above about 22%;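 also: 0% = vehicle and 100% = reference agonist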
PPARg SRC-3 ag: promotes SRC-3 coactivator recruitment by human PPARgamma; P37231; biochemical PPARgamma/SRC-3 coactivator recruitment assay; activation, % at 8 µM; 0.26% of 200,000 active; AID 731; in the data active = activation above about 23%;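 also: 0% = DMSO and 100% = reference agonist; some compounds past the cut are filed as inactive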
STAT3 inh: inhibitors of IL-6 induced STAT3 signaling; U3A cells, IL-6 STAT3-luciferase reporter, luminescence; host cell line lacks STAT1; inhibition, % at 5.5 µM; 0.89% of 190,000 active; AID 862;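 active = inhibition above the mean inhibition across all screened compounds plus 3 SD, cut at about 44% in these data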;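 also: 0% = DMSO only wells and 100% = 100 µM nifuroxazide control wells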
An asterisk follows results filed as active; · = no result given.

SMILES	STAT3 activator	STAT1 blocker	SRC2 TRFRET art	PPARg SRC1 recr	ROMK mod	bIAP inhibitor	TNAP act hiacc	bIAP activator	PPARg SRC-2 ag	PPARg SRC-3 ag	STAT3 inh
O=P(CCO)(c1ccccc1)c1ccccc1	97	3	1811	-1	-0.42	1	1	1	-4	-1	8
CCS(=O)(=O)N1CCC(C(=O)N2CCOCC2)CC1	103	5	1547	4	·	8	1.1	0.9	2	7	0
COc1ccc(-c2nnc(SCC(=O)N3CCCC3)o2)cc1OC	105	0	1430	3	-0.011	·	·	·	1	-3	-3
Cc1cc(=O)[nH]c(SCn2nnc3ccccc3c2=O)n1	101	1	1666	-4	·	3	1.1	1	3	1	3
CC(C)C(=O)Nc1ccnc(-c2cccnc2)n1	100	-10	1652	0	·	2	1	1	11	6	6
COc1cc2nc(CN(C)Cc3nc4ccccc4c(=O)[nH]3)[nH]c(=O)c2cc1OC	111	-7	1450	-1	-0.81	-73	1.1	1.7	1	-9	-15
Cc1cc2ccccc2c(=O)n1CC(=O)NCC(=O)N1CCCC1	103	2	1694	14	1.9	0	1	1	10	4	-1
Cc1ccc2c(c1)N(CC(=O)N(Cc1ccccn1)Cc1ccco1)C(=O)C(C(C)C)O2 (centres undefined)	102	2	1501	-3	-2.2	6	1	0.9	7	-4	1
COC(=O)C1C(c2ccccc2)C(C(=O)OCc2ccco2)C1c1ccccc1 (centres undefined)	104	5	1314	-1	-0.41	15	1	0.8	5	5	-1
O=C(NC1CCCCCC1)c1cccc(N2CCCC2=O)c1	94	-32	1427	-2	·	-10	1	1.1	-5	-2	13
O=C(OCc1nnc(-c2ccccc2)o1)C1CCN(S(=O)(=O)c2cccs2)CC1	102	6	1435	-4	-0.017	4	1.1	1	-4	10	1
CC1=C(C(=O)OCc2ccccc2)C(c2cccc([N+](=O)[O-])c2)NC(=O)N1CCCCCC(=O)O (centres undefined)	97	5	1316	7	-0.25	9	1.1	0.9	-6	3	1
O=C(c1ccco1)N1CCN=C1SCc1c(F)cccc1Cl	100	-1	1639	8	·	8	1	0.9	11	2	4
CCCC1(C(=O)OCC)NC(c2ccc(N(C)C)cc2)C2C(=O)N(c3ccc(OCC)cc3)C(=O)C21 (centres undefined)	106	-3	1492	4	-0.056	-6	1.1	1.1	-7	-10	-4
CS(=O)(=O)N(Cc1ccccc1)c1ccc(C(=O)NCC2CCCO2)cc1 (centres undefined)	106	14	1633	6	-0.002	-1	1	1	9	14	-6
O=c1cccc(-c2ccccc2)[nH]1	114	-8	1321	-2	0.2	9	1	0.9	-6	-1	-11
Oc1ccc(C=Nc2cccc3ncccc23)c(O)c1	106	2	1712	5	·	3	1	1	6	10	-2
CCOC(=O)c1cc2n(c1C)-c1ccccc1C2=O	102	-24	1493	4	·	10	1	0.9	1	-8	1
CC(C)CC1NC(=O)N(CCCCN2C(=O)c3ccccc3C2=O)C1=O (centres undefined)	106	-1	1605	7	0.47	1	1	1	10	2	-4
O=C(O)c1cc(-c2ccc(O)cc2)nc2ccccc12	96	-1	1599	2	0.032	8	1	0.9	3	10	3
CCCn1c2c(c(O)c(C(=O)Nc3ncccc3C)c1=O)CCCC2	95	4	1629	6	·	-4	1.1	1	9	11	9
Cc1ccc2cc(CCNC(=O)CC(C)C)c(=O)[nH]c2c1	91	-2	1486	1	·	3	1	1	-1	3	16
O=C(Nc1ccc(N2CCCC2)cc1)c1cccc(F)c1	63	-23	1843	9	·	7	1	0.9	3	4	48*
O=C(CSc1nnc(NCc2ccccc2)s1)c1ccco1	102	-7	1478	12	-0.0025	23	1.1	0.8	13	5	7
Cn1ncc2cc(NC(N)=S)ccc21	105	-4	1522	3	0.75	-6	1	1.1	1	3	6
C=CCn1c(COc2ccccc2)nnc1SCC(=O)Nc1ccc(S(N)(=O)=O)cc1	101	4	1570	5	1.2	9	1	0.9	2	11	2
COc1ccc(OC)c(/C=C2/Sc3ccccc3C2=O)c1	98	8	1501	3	-2.7	5	0.9	0.9	6	7	7
CC(C)C[C@H](NC(=O)c1nc[nH]c1C(=O)N1CCN(C(=O)OC(C)(C)C)CC1)C(=O)OC(C)(C)C	·	10	1645	3	·	-55	1.1	1.6	6	-1	·
COc1ccc(/C=C(\NC(=O)c2ccc(OCC(C)C)cc2)C(=O)OCc2ccco2)cc1	111	13	1421	-2	·	49	1	0.5	-8	-3	-13
CCOC(=O)c1ccc(N2C(=O)c3n[nH]c(C)c3C2c2cccnc2)cc1 (centres undefined)	92	7	1442	1	-0.35	-18	1	1.2	2	-1	18

Part of the list above in order of number of heavy atoms, smallest number first.
SMILES	STAT3 activator	STAT1 blocker	SRC2 TRFRET art	PPARg SRC1 recr	ROMK mod	bIAP inhibitor	TNAP act hiacc	bIAP activator	PPARg SRC-2 ag	PPARg SRC-3 ag	STAT3 inh
O=c1cccc(-c2ccccc2)[nH]1	114	-8	1321	-2	0.2	9	1	0.9	-6	-1	-11
Cn1ncc2cc(NC(N)=S)ccc21	105	-4	1522	3	0.75	-6	1	1.1	1	3	6
CCOC(=O)c1cc2n(c1C)-c1ccccc1C2=O	102	-24	1493	4	·	10	1	0.9	1	-8	1
O=C(O)c1cc(-c2ccc(O)cc2)nc2ccccc12	96	-1	1599	2	0.032	8	1	0.9	3	10	3
Cc1ccc2cc(CCNC(=O)CC(C)C)c(=O)[nH]c2c1	91	-2	1486	1	·	3	1	1	-1	3	16
O=C(CSc1nnc(NCc2ccccc2)s1)c1ccco1	102	-7	1478	12	-0.0025	23	1.1	0.8	13	5	7
CCCn1c2c(c(O)c(C(=O)Nc3ncccc3C)c1=O)CCCC2	95	4	1629	6	·	-4	1.1	1	9	11	9
CC(C)CC1NC(=O)N(CCCCN2C(=O)c3ccccc3C2=O)C1=O (centres undefined)	106	-1	1605	7	0.47	1	1	1	10	2	-4
CCOC(=O)c1ccc(N2C(=O)c3n[nH]c(C)c3C2c2cccnc2)cc1 (centres undefined)	92	7	1442	1	-0.35	-18	1	1.2	2	-1	18
C=CCn1c(COc2ccccc2)nnc1SCC(=O)Nc1ccc(S(N)(=O)=O)cc1	101	4	1570	5	1.2	9	1	0.9	2	11	2
COc1ccc(/C=C(\NC(=O)c2ccc(OCC(C)C)cc2)C(=O)OCc2ccco2)cc1	111	13	1421	-2	·	49	1	0.5	-8	-3	-13
CC(C)C[C@H](NC(=O)c1nc[nH]c1C(=O)N1CCN(C(=O)OC(C)(C)C)CC1)C(=O)OC(C)(C)C	·	10	1645	3	·	-55	1.1	1.6	6	-1	·

Next compounds.
SMILES	STAT3 activator	STAT1 blocker	SRC2 TRFRET art	PPARg SRC1 recr	ROMK mod	bIAP inhibitor	TNAP act hiacc	bIAP activator	PPARg SRC-2 ag	PPARg SRC-3 ag	STAT3 inh
O=C(/C=C/c1ccccc1)NCC(=O)N/N=C/c1ccccc1[N+](=O)[O-]	85	7	1558	3	0.77	-21	1	1.2	9	3	21
O=C(O)CCc1ccc(-c2cccs2)n1NC(=O)c1cccs1	99	-3	1677	8	0.013	-12	1	1.1	9	2	7
COc1cccc(C(=O)NCc2nnc(SCC(=O)Nc3nccs3)n2-c2cccc(C)c2)c1	96	6	1526	4	-0.41	14	1.1	0.9	0	9	8
COc1ccc(N(Cc2cc3cc(OC)ccc3[nH]c2=O)C(=O)c2cccnc2)cc1	96	-8	1478	4	·	-6	1	1.1	-5	7	8
O=C(CN1CCN(c2ccccn2)CC1)Nc1ccc(Cl)c(C(F)(F)F)c1	103	-3	1407	-5	·	0	1	1	4	-6	2
COc1ccc2nc(SCC(=O)N3CCCCCC3)c(C#N)cc2c1	98	16	1386	4	0.96	1	1.1	1	-3	9	6
CC(C)CC(=O)Nc1ccccc1-c1nnn(CC(=O)N2CCc3ccccc3C2)n1	101	-5	1613	4	·	-4	1	1	12	13	3
CCN(CCNC(=O)c1ccc2nc(-c3ccccc3NC(C)=O)c(=O)[nH]c2c1)c1ccccc1	94	1	1668	2	·	2	1.1	1	7	10	16
Cc1ccc(Oc2nnc(-c3ccc(C)cc3)c3ccccc23)cc1	98	-6	1658	14	·	26	1	0.7	7	0	5
Cc1ccn2cc(CCNS(=O)(=O)c3ccc4c(c3)OCCO4)nc2c1	104	-4	1573	7	·	-12	1.1	1.1	-2	4	4
Cc1ccc(C(c2nnnn2C2CCCCC2)N2CCN3CCCC3C2)cc1 (centres undefined)	105	-2	1424	-2	·	-1	1.1	1	3	-11	-5
Cc1ccsc1C=C1C(=O)c2ccccc2C1=O	112	-6	1483	10	0.14	22	1	0.8	-5	6	-5
COC(=O)c1[nH]c2ccccc2c1NC(=O)CN1CCN(Cc2ccc3c(c2)OCO3)CC1	99	-4	1441	-2	·	-8	1	1.1	-3	2	5
CN(C)c1ccc(/C=C2\C(=O)N(c3ccc([N+](=O)[O-])cc3)N=C2N2CCOCC2)cc1	95	-3	1407	0	·	·	·	·	-3	-1	8
Cc1ccc(S(=O)(=O)N(C)Cc2ccc(-c3nnc4n3CCC4)cc2)cc1	97	11	1484	7	·	-14	1	1.1	2	5	12

Retrieved by structure from the entries so far (2):
SMILES	STAT3 activator	STAT1 blocker	SRC2 TRFRET art	PPARg SRC1 recr	ROMK mod	bIAP inhibitor	TNAP act hiacc	bIAP activator	PPARg SRC-2 ag	PPARg SRC-3 ag	STAT3 inh
O=C(O)CCc1ccc(-c2cccs2)n1NC(=O)c1cccs1	99	-3	1677	8	0.013	-12	1	1.1	9	2	7
O=C(/C=C/c1ccccc1)NCC(=O)N/N=C/c1ccccc1[N+](=O)[O-]	85	7	1558	3	0.77	-21	1	1.2	9	3	21

Later entries.
SMILES	STAT3 activator	STAT1 blocker	SRC2 TRFRET art	PPARg SRC1 recr	ROMK mod	bIAP inhibitor	TNAP act hiacc	bIAP activator	PPARg SRC-2 ag	PPARg SRC-3 ag	STAT3 inh
CC(CC(=O)Nc1ncc([N+](=O)[O-])s1)c1ccccc1 (centres undefined)	88	3	1459	-2	-4.4*	21	0.9	0.8	3	5	19
CCOc1cc(CNc2ccc(S(N)(=O)=O)cc2)ccc1OCC(=O)NC(C)(C)C	100	-7	1828	10	-0.37	-3	1	1	3	3	6
COc1ccccc1CNC(=O)CSc1ccc(Br)cc1	86	-2	1723	2	-0.22	-7	1.1	1.1	4	4	17
Cc1nc2scc(-c3ccccc3)c2c(=O)n1/N=C/c1ccco1	97	2	1707	5	·	-2	1	1	4	-2	10
N#Cc1cccc(Nc2c3c(nc4ccccc24)CCCC3)c1	81	15	1507	-3	0.044	36	1	0.6	-3	4	31
Cc1ccccc1NC(=O)OCc1cn(-c2ccc(Cl)cc2)nn1	101	7	1380	1	·	6	1	0.9	7	0	5
O=C(Oc1ccc(Br)cc1C(=O)/C=C/c1ccccc1F)c1ccco1	140*	-1	1776	3	·	·	·	·	5	11	-39
